# Screens: PubChem, National Center for Advancing Translational Sciences (NCATS)
# GAA glycogen: qHTS Assay for Inhibitors and Activators of Human alpha-Glucosidase Cleavage of Glycogen. recombinant GAA, glycogen substrate, Amplex Red glucose oxidase fluorescence. 300,000 tested, 0.38% active. Lysosomal alpha-glucosidase (Homo sapiens), P10253. Potency, µM (highest dose often 76.4 µM), without a hit: at the highest dose activity change, negative = inhibition, hits mostly inhibitors; active = well fitted inhibition curve with a large enough effect;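 also: 0% = full enzyme reaction and -100% = no-enzyme basal signal; the screen sought inhibitors and activators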
#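 Recombinant human alpha-glucosidase (4 nM final) hydrolysed bovine liver glycogen (30 ug) for 40 min at 37 C in pH 5.0 citrate/phosphate with 0.01% Tween-20. Released glucose detected by glucose oxidase/Amplex Red, Ex 573/Em 610 nm. Compounds up to 77 uM; AC50 from Hill fits.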
# * marks the source's active call; other numbers are inactive results; [ ] = dose if it differs, or a comment. Potency is read from the fitted curve at half-maximal effect. Only part of the results is shown; count on the stated rates, not on these rows.
GAA glycogen,SMILES
4%[76.3 µM],CCOc1cc(S(=O)(=O)Nc2ncn[nH]2)ccc1Br
3%,COc1cccc(Cn2nc3c4cc(F)ccc4n(Cc4ccc(F)cc4)cc-3c2=O)c1
1%[76.3 µM],O=C(CSc1ccccc1C(=O)O)c1ccccc1
-4%[76.3 µM],CC1CCN(CCCNC(=O)C2CCN(S(=O)(=O)N3CCC4(CC3)OCCO4)CC2)CC1
2%[76.3 µM],O=S(=O)(NCc1ccc(F)cc1)c1ccc(-n2cccn2)cc1
-12%,CCn1c(Cc2ccc(OC)cc2)nnc1SCC(=O)Nc1ccc(N2CCOCC2)cc1
-3%,CCc1nnc(NC(=O)C(c2ccccc2)c2ccccc2)s1
-1%,Cc1ccc(NC(=O)c2sc3nc(C)cc(C)c3c2N)cc1
-20%[76.3 µM],Cc1ccc(/C=N/NC(=O)c2cccc(NC(=O)c3ccccc3Cl)c2)o1
-1%[76.3 µM],Cc1cccc(C)c1NC(=O)CNC(=O)c1ccncc1
1%,Nc1ccc(-c2nc3ccccc3o2)cc1
1%[76.3 µM],Cc1cc(C)c(C(=O)OCc2csc(CC(=O)Nc3ccccc3C)n2)c(C)c1
-5%[76.3 µM],COc1ccc(O)c(/C=N/NC(=O)c2cccc(N3CCCC3=O)c2)c1
15%[76.3 µM],CCCc1cc(=O)oc2cc(C)cc(OCC(=O)N[C@@H](CSCc3ccccc3)C(=O)O)c12
-9%[76.3 µM],CCn1cc(CN2CCC(C(=O)Nc3cccc(-c4cccc(OC)c4)c3)CC2)c(C)n1
-7%[76.3 µM],COc1ccccc1C(=O)NC(CCSC)C(=O)NNC(=O)c1ccc(F)cc1 (centres undefined)
1%[76.3 µM],CN(Cc1cccc(Cl)c1)C(=O)C1CCC(=O)N(C2CC2)C1 (centres undefined)
-6%[76.3 µM],Cc1cc(S(=O)(=O)N2CCOCC2)ccc1OCC(=O)N1CCCCC1
-1%,Cc1c(NC(=O)Nc2ccc([N+](=O)[O-])cc2)c(=O)n(-c2ccccc2)n1C
-1%[76.3 µM],O=C(NCCN1CCOCC1)c1ccc(Cl)c(S(=O)(=O)N2CCOCC2)c1
2%,COc1ccccc1C1=NC(c2ccccc2)CN1c1ccccc1 (centres undefined)
-1%,COCCCNS(=O)(=O)c1ccc2[nH]c3c(c2c1)CCCCC3
-2%,CC(=O)n1cc(/C=N/NC(=O)c2ccc([N+](=O)[O-])cc2)c2ccccc21
2%,COc1ccccc1NC(=O)CSc1nnc(CNC(=O)c2ccco2)n1C
3%,CCOC(=O)c1cc(NC(=O)CNCC(c2ccccc2)N(C)C)cc(C(=O)OCC)c1 (centres undefined)
-29%[76.3 µM],CCOC(=O)C1CCCN(C(=O)c2ccc3c(c2)N(C)C(=O)/C(=C/c2ccccc2Cl)S3)C1 (centres undefined)
-3%,O=C(CCCN1C(=O)/C(=C/c2cccs2)SC1=S)Nc1ccccc1O
-7%,CCCOc1ccccc1/C=N/Nc1ccnc(=O)[nH]1
-1%[76.3 µM],O=[N+]([O-])c1ccc(S(=O)(=O)NCCS(=O)(=O)N2CCN(c3ccccc3)CC2)cc1
-1%,CCOc1ccc(C(O)(c2ccccc2)C(CN2CCCC2)c2ccccc2)cc1 (centres undefined)
-11%,O=C(N/N=C/c1c[nH]c2ccccc12)c1cc(Br)ccc1O
0%[76.3 µM],Cc1nn(C)c(C)c1C(C)NC(=O)c1cc(COc2cncc(Cl)c2)on1 (centres undefined)
0%[76.3 µM],CC(C)(C)OC(=O)N1Cc2ccccc2C[C@H]1C(=O)NCC(=O)Nc1ccc2c(c1)OCCO2
-4%[76.3 µM],Cc1ccc(C)c(OCc2cc(C(=O)N3CC[C@@H]4CCCC[C@H]4C3)no2)c1
0%,Cc1cc(C)n(CC(=O)Nc2ccc(N3CCOCC3)c(Cl)c2)c(=O)c1C#N
1%,COc1ccc(S(=O)(=O)Nc2ccc3c(c2)n(C)c(=O)n3C)cc1OC
0%,Nc1[nH]c2cc([N+](=O)[O-])ccc2c1-c1ccccn1
-14%,CCCCNc1ncnc2sc3c(c12)CCN(CCC)C3
1%[76.3 µM],Cc1cccc(NC(=O)c2ccc3c(c2)OCCO3)n1
-1%,O=S(=O)(Nc1ccc(Br)cc1)c1cccc2cccnc12

# 4 entries out of the list above, sorted by the number in GAA glycogen, descending:
molecule,GAA glycogen
CCOC(=O)c1cc(NC(=O)CNCC(c2ccccc2)N(C)C)cc(C(=O)OCC)c1 (centres undefined),3%
Nc1ccc(-c2nc3ccccc3o2)cc1,1%
COCCCNS(=O)(=O)c1ccc2[nH]c3c(c2c1)CCCCC3,-1%
CCc1nnc(NC(=O)C(c2ccccc2)c2ccccc2)s1,-3%

# (more compounds)
GAA glycogen,SMILES
4%,Cc1ccnc(NC(=O)CCC(=O)N(CC(=O)NC(C)(C)C)c2ccc3c(c2)OCO3)c1
3%,O=C(Cc1ccccc1)NC1CCN(C(=O)c2ccc([N+](=O)[O-])cc2)CC1
0%[76.3 µM],COc1cc(/C=C/C(=O)OCC(=O)NC(=O)NC2CCCCC2)ccc1OC(F)F
-28%[76.3 µM],COc1cc(C(=O)N/C(=C\c2cn(C)c3ccccc23)C(=O)NCCN2CCOCC2)cc(OC)c1OC
1%[76.3 µM],C=CCN1C(=O)c2ccc(C(=O)N(C)CC(=O)Nc3cccc(F)c3)cc2C1=O
4%[76.3 µM],CC(Sc1nc2ccccc2[nH]1)C(=O)NC1CCCCC1C (centres undefined)
-8%,COC(=O)Cn1ncc(N2CC(C)OC(C)C2)c(Cl)c1=O (centres undefined)
-4%,Cc1c(CC(=O)NCCCC(=O)O)c(=O)oc2c(C)c3oc4c(c3cc12)CCCC4
-6%[76.3 µM],O=C(Nc1nc2ccccc2[nH]1)Nc1ccccc1F
1%[76.3 µM],COc1ccc(CNCCCC(=O)Nc2c(Cl)ccc(C)c2Cl)cc1OC
-6%,Cc1cccc(C(=O)NCCCNC(=O)c2ccccn2)c1
-6%[76.3 µM],Cc1c(OCC(=O)NCCCn2ccnc2)ccc2c3c(c(=O)oc12)CCC3
-7%[76.3 µM],CC(NC(=O)/C=C/c1ccccc1[N+](=O)[O-])C1CC2CCC1C2 (centres undefined)
-2%,COc1ccc(-n2nc(C(=O)NCC(=O)Nc3cc(OC)c(OC)c(OC)c3)c3ccccc3c2=O)cc1OC
-1%[76.3 µM],COc1ccc(/C=N/N(c2ccccc2)c2ccccc2)cc1O
-1%[76.3 µM],COc1ccc(-n2ncc3c2CC(C)(C)CC3NC(=O)CCc2c(C)noc2C)cc1 (centres undefined)
6%[76.3 µM],CC(=O)Cn1c(CN2CCN(C(=O)c3ccco3)CC2)nc2c1c(=O)n(C)c(=O)n2C
-9%[76.3 µM],CC1Cc2cc(/C(O)=C3/C(=O)C(=O)N(CCCn4ccnc4)C3c3ccc(F)cc3)ccc2O1 (centres undefined)
0%,COc1ccc(C2NC(=O)C(=O)/C2=C(\O)c2ccc(Cl)cc2)cc1OC (centres undefined)
-4%,CN(C(=O)c1ccccc1F)C(c1ccccc1)c1ccccc1

# Reformatted bar-delimited: entries from further up
SMILES | GAA glycogen
Cc1ccnc(NC(=O)CCC(=O)N(CC(=O)NC(C)(C)C)c2ccc3c(c2)OCO3)c1 | 4%
O=C(Cc1ccccc1)NC1CCN(C(=O)c2ccc([N+](=O)[O-])cc2)CC1 | 3%

# Following part:
GAA glycogen,SMILES
3%,C=CCOc1cccc(/C=C/c2nc3ccccc3c(=O)[nH]2)c1
6%,CSCCC(NC(=O)c1ccccc1)C(=O)NCc1ccc(S(N)(=O)=O)cc1 (centres undefined)
6%[76.3 µM],COc1cc(/C=C/C(=O)NC(=O)c2ccccc2O)ccc1O
-16%[76.3 µM],CCN1CCN(C(=O)COCc2cc(-c3ccc4c(c3)OCO4)on2)CC1
-11%[76.3 µM],O=S(=O)(NCc1cccs1)c1ccc(Cl)s1
-5%[76.3 µM],CC(=O)N1CCC(C(=O)NCCOc2cccc(C)c2)CC1
3%[76.3 µM],O=C1C(=O)N(CCCN2CCOCC2)C(c2ccc(Cl)cc2)/C1=C(\O)c1ccc2c(c1)OCCO2 (centres undefined)
3%[76.3 µM],O=C(CS(=O)(=O)c1cn(CC(=O)N2CCOCC2)c2ccccc12)Nc1ccccc1F
15%[76.3 µM],CCN(C(=O)CN1C(=O)S/C(=C\c2ccc(Cl)cc2)C1=O)C1CCS(=O)(=O)C1 (centres undefined)
-5%[76.3 µM],Cc1cc(OCC(=O)NNC(=O)c2ccncc2)cc(C)c1Cl
1%,NC(=O)c1ccc(-n2nnnc2SCC(=O)Nc2ccccc2F)cc1
7%,OCC1CCCCN1CC(O)COC(c1ccc(F)cc1)c1ccc(F)cc1 (centres undefined)
-10%[76.3 µM],NS(=O)(=O)c1ccc(CNS(=O)(=O)c2ccc3c(c2)OCCO3)cc1
-1%,NC(=O)C1CCN(C(=O)/C(=C/c2ccco2)NC(=O)c2ccccc2)CC1
2%[76.3 µM],Cc1nc(NC(=O)CSc2nc3ccccc3s2)sc1C(=O)N(C)C
1%,O=C(COc1ccc2ccccc2c1)N[C@@H](C(=O)O)c1ccc(O)cc1
3%[76.3 µM],O=C(NCCN1CCCCC1)Nc1ccccc1F
3%,COc1ccccc1NC(=O)c1ccc(NC(=O)c2ccco2)cc1
-22%,CCN(CC)C(=O)Cn1nc(-c2ccc(Cl)cc2)c2ccccc2c1=O
-5%,COc1ccc(Cc2nnc(NC(=O)CS(=O)(=O)c3ccc(C)cc3)s2)cc1OC

# Single values from the entries so far:
# `NC(=O)c1ccc(-n2nnnc2SCC(=O)Nc2ccccc2F)cc1` @ GAA glycogen: 1%
# `Cc1cc(OCC(=O)NNC(=O)c2ccncc2)cc(C)c1Cl` @ GAA glycogen: -5%[76.3 µM]
# `CCN1CCN(C(=O)COCc2cc(-c3ccc4c(c3)OCO4)on2)CC1` @ GAA glycogen: -16%[76.3 µM]

# More compounds:
GAA glycogen,SMILES
-9%[76.3 µM],COC(=O)c1sccc1NC(=O)Nc1ccc(C)c(C)c1
0%[76.3 µM],COc1ccc(OC)c(NC(=O)NNC(=O)COc2ccc(F)cc2F)c1
5%[76.3 µM],CC(=O)Nc1nnc(SCC(=O)N2C(C)CCCC2C)s1 (centres undefined)
-1%[76.3 µM],CCN(CC)C(=O)Cn1cc(C(=O)C(=O)NCc2ccccn2)c2ccccc21
0%,Cc1ccc(Cl)cc1NC(=O)CSc1sc2c(O)cc(=O)[nH]c2c1C#N
-3%,COc1ccc(OC)c(CN2CCN(Cc3cc(=O)oc4cc(O)ccc34)CC2)c1
3%,O=C(C1CCCN(Cc2ccc(Br)cc2)C1)N1CCCCC1 (centres undefined)
6%,Cc1ccccc1C(=O)NC1CCN(C(=O)Nc2ccc(F)cc2)CC1
4%[76.3 µM],O=C(C1CC1)N1CCc2cc(Br)cc(S(=O)(=O)NCCCN3CCCCC3)c21
-12%[76.3 µM],COc1ccccc1N(CC(=O)NCCSCc1cccc(C)c1)S(=O)(=O)c1ccccc1
5%,O=C(O)c1cc(-c2cc(C(=O)O)c3ccccc3n2)nc2ccccc12
5%,CCCCOc1ccc(C(=O)Oc2cccnc2)cc1
-16%,CCc1nc(Nc2cccc(O)c2)c2oc3ccccc3c2n1
-8%[76.3 µM],O=C(COc1ccccc1)Nc1ccncc1Cl
-7%[76.3 µM],O=C(CCl)N1CCN(S(=O)(=O)c2ccc3ccccc3c2)CC1
5%,O=C(NCc1ccc(Cl)cc1)C1CCN(S(=O)(=O)c2cccs2)CC1
-2%[76.3 µM],COc1ccccc1NC(=O)CCNS(=O)(=O)c1ccc2[nH]c(=O)oc2c1
-19%[76.3 µM],CCCn1nc(NS(=O)(=O)c2cccc3nonc23)c2cc3cccc(C)c3nc21
2%[76.3 µM],COC(=O)c1c(NC(=O)C(=O)NCCCN2CCOCC2)sc2c1CCC2
4%,O=C(Nc1cccc(NC(=O)c2cccc(Cl)c2)c1)c1cccnc1

# Reprinted at random: two records from the list
GAA glycogen,SMILES
5%,O=C(NCc1ccc(Cl)cc1)C1CCN(S(=O)(=O)c2cccs2)CC1
5%[76.3 µM],CC(=O)Nc1nnc(SCC(=O)N2C(C)CCCC2C)s1 (centres undefined)

# The list goes on.
GAA glycogen,SMILES
2%,CCC(C)(C)n1nnnc1C(c1ccccc1OC)N1CCN(C(=O)c2ccco2)CC1 (centres undefined)
2%,O=C(CC(=O)Nc1cccnc1)Nc1cccnc1
0%[76.3 µM],O=C(CSc1nnc(CNC(=O)c2c(F)cccc2F)o1)NCCc1ccccc1
5%,Cc1cc(C)c(C)c(S(=O)(=O)N(C)C2CCN(C)CC2)c1C
1%[76.3 µM],CC1CN(C(=O)c2ccc(S(=O)(=O)Nc3ccccc3Cl)cc2)CC(C)O1 (centres undefined)
1%[76.3 µM],COc1ccc(NC(=O)CSc2ccc(-c3cccnc3)nn2)c(OC)c1
5%,COc1ccc(C)cc1NC(=O)C1CCN(C(=O)c2ccco2)CC1
-3%[76.3 µM],CCN1CCN(C(CNS(=O)(=O)c2ccc(Cl)cc2)c2ccccc2)CC1 (centres undefined)
-14%[76.3 µM],O=C(CNC(=S)N(CCCN1CCOCC1)Cc1cccs1)NCc1ccccc1
4%[76.3 µM],CCn1c(=O)c2ccccc2n2c(SCC(N)=O)nnc12
-11%[76.3 µM],C=CCOc1ccc(C2/C(=C(/O)c3ccc4c(c3)CC(C)O4)C(=O)C(=O)N2CCCN2CCOCC2)cc1 (centres undefined)
-9%[76.3 µM],Cc1ccc(OCC(=O)Nc2c(C)ccc3nsnc23)cc1
-5%[76.3 µM],CC(=O)Nc1ccc2c(c1)nc(CCNC(=O)c1ccco1)n2C
0%,CC(=O)NCCNC(=O)c1ccc(Cn2c(=O)[nH]c3ccsc3c2=O)cc1
7%,NC(=O)c1ccc[n+](CC(=O)Nc2ccccc2C(=O)O)c1
1%,O=C(Nc1ccccc1C(=O)NC(Cc1ccccc1)C(=O)O)c1ccco1 (centres undefined)
3%,Cc1ccc(C)c(NC(=O)C2CC(O)CN2C(=O)Oc2ccccc2)c1 (centres undefined)
